Screens (PubChem BioAssay)
ELG1 DNA repair: qHTS screen for small molecules that inhibit ELG1-dependent DNA repair in human embryonic kidney (HEK293T) cells expressing luciferase-tagged ELG1 | HEK293T ELG1-luciferase reporter, luminescence, 16 h; DNA damage induced by 5-fluorouridine | Potency, µM (top dose mostly 46.1 µM), for inactives: at the top dose activity change, negative = inhibition, actives largely listed as inhibitors | hit rate 2.3% among 330,000; also: potency is read from the fitted curve at half-maximal effect; % is scaled to controls: 0 for no effect and ±100 for the full control effect; nearly all actives have a fitted effect of over 55% in size
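In this reporter screen, reduction of luminescence relative to DMSO vehicle indicated activity. Compounds and 5-fluorouridine were added together to 2,000 cells per well, incubated for 16 hr at 37 °C, then developed with ONE-Glo.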
ELG1 genotox: qHTS screen for small molecules that induce genotoxicity in human embryonic kidney (HEK293T) cells expressing luciferase-tagged ELG1. HEK293T ELG1-luciferase reporter, luminescence, 16 h. Potency, µM (titrated, usually from 46 µM), for inactives: at the highest dose activity change, positive = activation, most hits filed as activators. hit rate 1.3% among 330,000; also: potency is read from the fitted curve at half-maximal effect; % of control where 0% means no effect; nearly all actives have a fitted effect of over 60% in size
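Genotoxicity was scored as increased ELG1-luciferase reporter signal, measured by ONE-Glo luminescence (30 min, room temperature). Compound or vehicle exposure of the HEK293T reporter cells lasted 16 hr at 37°C.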
FLuc counter: qHTS profiling assay for firefly luciferase inhibitor/activator using purifed enzyme and Km concentrations of substrates (counterscreen for miR-21 project). hit rate 6.9% among 360,000. purified FLuc, Km substrates, luminescence inhibition. Potency, µM (series often up to 57.5 µM), inactives show at the highest dose activity change, negative = inhibition, hits mostly inhibitors. Luciferin 4-monooxygenase (Photinus pyralis), P08659;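 also: potency is read from the fitted curve at half-maximal effect; plate controls were vehicle for no effect and reference inhibitor for full effect; nearly all actives have a fitted effect of over 55% in size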
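Purified P. pyralis luciferase, 10 nM final, with Km-level 10 uM D-luciferin and 10 uM ATP in 50 mM Tris acetate pH 7.5, 10 mM Mg acetate, 0.01% Tween-20, 0.05% BSA; 6-point qHTS titration about 60 µM downward; luminescence read.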
Gal4-VP16 FLuc: VP16 counterscreen qHTS for inhibitors of ROR gamma transcriptional activity; Potency, µM (highest dose often 53.6 µM), for the others: top-dose activity, negative = inhibition, most hits filed as inhibitors; Drosophila S2 Gal4-VP16 UAS-luciferase, luminescence, 20 h; AID 2546, 2010; hit rate 3.5% among 310,000;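 also: Gal4-VP16 expression switched on by copper sulfate through the metallothionein promoter; potency is read from the fitted curve at half-maximal effect; % is scaled to controls: 0 for no effect and ±100 for the full control effect; nearly all actives have a fitted effect of over 50% in size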
p53 reactivator: qHTS assay for re-activators of p53 using a Luc reporter. AID 504706, 2011. hit rate 0.063% among 320,000. Potency, µM (top dose mostly 92.2 µM), for inactives: top-dose activity change, positive = activation, usual class: activators. H1299 p53-A138V BP100-luciferase reporter, luminescence, 24 h; also: potency is read from the fitted curve at half-maximal effect; % of control where 0% means no effect; nearly all actives have a fitted effect of over 45% in size
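H1299 (p53-null), stable ts p53-A138V + BP100-Luc; 1000 cells/well, Opti-MEM/10% FBS; cpd 4 pt, 1:5; 24 h, 37 deg C, 5% CO2; detection reagent 10 min RT; luminescence.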
BRCA1 expr up: qHTS Assay to Identify Small Molecule Activators of BRCA1 Expression | MCF7-BRCA1-FFLuc reporter, luminescence, 48 h; response scale: scaled: vehicle 0%, 10 µM genistein 100% | Potency, µM (titrated, usually from 46.1 µM), without a hit: at the top dose activation, actives largely listed as activators | hit rate 1.1% among 380,000 | AID 624202, 2012; also: potency is read from the fitted curve at half-maximal effect; nearly all actives have a fitted effect of over 80% in size; some results filed as inactive show a strong effect at the top dose
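MCF7-BRCA1-FFLuc cells, 2000/well in phenol-red-free MEM, attached 2 h then treated 48 h at 37 C. Luciferase luminescence read 15 min after reagent; normalized to genistein maximum activation (10microM) and DMSO, concentration-response fitted.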
Tb PFK block: qHTS Assay to Find Inhibitors of T. brucei phosphofructokinase; hit rate 0.17% among 330,000; Potency, µM (highest dose often 57.5 µM), without a hit: top-dose activity, negative = inhibition, actives largely listed as inhibitors; ATP-dependent 6-phosphofructokinase (Trypanosoma brucei brucei), O15648; T. brucei PFK, ADP-Glo luminescence;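 also: potency is read from the fitted curve at half-maximal effect; 0% = uninhibited 1x PFK enzyme wells and -100% = no-enzyme wells; nearly all actives have a fitted effect of over 60% in size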
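1.25 nM PFK with 0.5 mM F6P and 0.1 mM ATP in 0.1 M TEA pH 8.0, 5 mM MgCl2, incubated 45 min at room temperature; ADP measured by ADP-Glo luminescence; compounds titrated up to 57 uM.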
NPC1 prom act: qHTS Assay for NPC1 Promoter Activators; Huh7 NPC1 promoter luciferase reporter, 24 h; Potency, µM (top dose mostly 9.22 µM), inactives show at the top dose activation, actives largely listed as activators; hit rate 2.4% among 320,000; AID 485313, 2010;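 also: potency is read from the fitted curve at half-maximal effect; % of control where 0% means no effect; nearly all actives have a fitted effect of over 60% in size; reporter is driven by a mutant NPC1 promoter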
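Luminescence from an NPC1 promoter-driven luciferase reporter in stably transfected Huh7 cells was measured after 24 h compound treatment at 37 °C, followed by 10 min ambient incubation with luciferase detection reagent.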
TRPV1 ag: HTS Assay for Compounds that Act as Agonists of the Vanilloid Receptor 1 | Transient receptor potential cation channel subfamily V member 1 (Homo sapiens), Q8NER1 | TRPV1-expressing cells, Fluo-8 calcium influx, agonist mode | activation, % at 8.33 µM | hit rate 0.19% among 320,000 | AID 540275, 2011; in the data active = activation above about 80%; inconclusive = between about 30% and that limit; also: 0% is about no effect
Target sequence (Q8NER1 whole entry, looked up): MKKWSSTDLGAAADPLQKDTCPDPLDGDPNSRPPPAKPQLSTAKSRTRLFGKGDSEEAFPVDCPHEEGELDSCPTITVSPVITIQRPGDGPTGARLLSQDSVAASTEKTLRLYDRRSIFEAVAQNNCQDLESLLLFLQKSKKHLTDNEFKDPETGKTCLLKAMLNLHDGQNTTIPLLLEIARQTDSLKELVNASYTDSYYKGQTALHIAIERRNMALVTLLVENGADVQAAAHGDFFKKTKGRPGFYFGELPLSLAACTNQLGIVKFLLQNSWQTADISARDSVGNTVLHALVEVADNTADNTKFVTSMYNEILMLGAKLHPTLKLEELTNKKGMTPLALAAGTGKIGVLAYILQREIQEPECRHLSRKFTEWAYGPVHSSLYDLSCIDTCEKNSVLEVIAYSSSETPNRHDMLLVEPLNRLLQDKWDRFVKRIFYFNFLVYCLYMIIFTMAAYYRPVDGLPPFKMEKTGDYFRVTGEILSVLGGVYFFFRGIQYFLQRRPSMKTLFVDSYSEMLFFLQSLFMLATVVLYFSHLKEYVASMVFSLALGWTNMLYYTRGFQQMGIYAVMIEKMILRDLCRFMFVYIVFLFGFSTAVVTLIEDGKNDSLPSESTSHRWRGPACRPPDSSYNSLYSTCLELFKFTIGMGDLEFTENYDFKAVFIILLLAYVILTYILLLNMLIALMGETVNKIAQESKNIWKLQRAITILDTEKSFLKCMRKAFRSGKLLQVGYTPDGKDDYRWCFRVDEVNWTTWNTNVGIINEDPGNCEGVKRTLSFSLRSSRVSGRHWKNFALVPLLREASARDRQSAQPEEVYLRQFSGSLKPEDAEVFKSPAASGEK
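Cells expressing TRPV1 were dye-loaded with Fluo-8 and read kinetically: 10 s baseline, 3 min after compound (agonist portion), then 2 min after EC20 capsaicin (allosteric enhancer portion). Calcium-bound dye fluorescence at 480/520 nm.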
Rab9 promoter act: qHTS Assay for Rab9 Promoter Activators; Huh7 Rab9 promoter-luciferase reporter, luminescence, 24 h; Potency, µM (titrated, usually from 9.22 µM), without a hit: at the top dose activation, negative = inhibition, hits mostly activators; hit rate 2.8% among 320,000; AID 485297, 2010; also: potency is read from the fitted curve at half-maximal effect; % of control where 0% means no effect; nearly all actives have a fitted effect of over 60% in size
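Quantitative HTS format; Huh7 Rab9-luciferase reporter cells (1500/well) receive compound 2 h post-plating, incubate 24 h at 37 °C, then get luciferase reagent for 10 min before luminescence reading.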
RORg inh: qHTS for inhibitors of ROR gamma transcriptional activity; Drosophila S2 Gal4-RORgamma UAS-luciferase reporter, 20 h; hit rate 5.4% among 310,000; Potency, µM (doses to about 53.6 µM), without a hit: at the highest dose activity change, negative = inhibition, most hits filed as inhibitors; Nuclear receptor ROR-gamma (Mus musculus), P51450; AID 2551, 2010; also: potency is read from the fitted curve at half-maximal effect; % is scaled to controls: 0 for no effect and ±100 for the full control effect; nearly all actives have a fitted effect of over 60% in size
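Luminescence from a UAS-regulated Photinus luciferase reporter in stably transfected Drosophila Schneider cells is measured; decreased signal marks ROR gamma inhibition. Fusion expression is induced by 700 uM copper sulfate for 20 hr.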
An asterisk follows results filed as active; ? = inconclusive; . = not tested or not shown; & = joins results of further samples; [ ] = another dose, or the depositor's remark. Unless noted, calls follow the shape of the dose curve; as a rule, active = well fitted curve in the direction sought with a large enough effect; inconclusive = small, poorly fitted or top-dose-only effect, or another doubt; inactive = no such curve, though single readings can be large; an effect the other way counts as inactive or inconclusive. Random draw from the library, and some 15% of all compounds hit somewhere here.

SMILES	ELG1 DNA repair	ELG1 genotox	FLuc counter	Gal4-VP16 FLuc	p53 reactivator	BRCA1 expr up	Tb PFK block	NPC1 prom act	TRPV1 ag	Rab9 promoter act	RORg inh
Cc1ccc(-n2c(=O)c3sccc3n(CC(=O)NCc3ccco3)c2=O)cc1	-4%	-9%	-1%	-6%	-4%	10%	0%	0%	1	-2%	4%
Cc1ccc(NC(=O)C2CC2)cc1S(=O)(=O)N1CCOCC1	-3%	0%	.	.	6%	-25%	-1%	.	.	.	.
Cc1ccc(/C=C/C(=O)Nc2ccc(S(=O)(=O)Nc3onc(C)c3C)cc2)cc1	-4%	5%	15µM*	-5%	-1%	0%	2%	1%	1	1%	27%
Cc1cc(NS(=O)(=O)c2ccc(NC(=O)CCCOc3ccccc3C)cc2)nc(C)n1	-14%	-5%	5%	1%	6%	-8%	1%	-4%	0	-3%	38%
CC(C)(C)NC(=O)c1cc(NC(=O)c2ccco2)cc(NC(=O)c2ccco2)c1	?	-14%	-18%	-4%	0%	18%	3%	-2%	-1	-5%	?
Cn1c(=O)c2c(nc(N3CCN(c4ccccn4)CC3)n2Cc2ccc(Cl)cc2Cl)n(C)c1=O	15%	0%	5%	-4%	3%	-14%	-6%	0%	1	-3%	-4%
O=C(NC1CCSc2ccccc21)c1cccc(S(=O)(=O)N2CCOCC2)c1 (centres undefined)	15%	8%	-1%	.	-3%	-10%	-1%	3%	7	2%	.
O=C(CCCSc1nc2ccccc2[nH]1)NC(c1ccccc1)c1ccccc1	?	-2%	-1%	-27%	-13%	-36%	7%	0%	23	-9%	-1%
CCOc1ccc(N(C(C)C(=O)N2CCCCCC2)S(C)(=O)=O)cc1 (centres undefined)	-19%	-6%	2%	0%	3%	-14%	0%	-9%	8	2%	?
Cc1cc(C)c2cc(C(c3nnnn3C3CCCC3)N3CCOCC3)c(=O)[nH]c2c1 (centres undefined)	-1%	3%	-1%	-2%	-8%	-22%	1%	-6%	-1	2%	-44%
CC(=O)Nc1cc(C(=O)N2CCN(C)CC2)ccc1Sc1ccc(C)cc1	-2%	1%	0%	-8%	-5%	-7%	2%	-1%	-6	2%	15%
Cc1cc(NC(=O)c2ccccc2F)n(C(C)(C)C)n1	5%	0%	7%	1%	-2%	-5%	4%	-4%	-1	-6%	4%
Cc1cccc(-c2nnc(SCC(=O)N3CCCC3)o2)c1	?	?	27µM*	-4%	22%	7.1µM*	-1%	3.5µM*	13	4µM*	-29%
Cc1nn(-c2ccccc2)c2sc(C(=O)OCc3nnc(-c4ccccc4)o3)cc12	0%	-3%	2%	7%	4%	0%	1%	0%	-2	0%	?
Cc1cc2oc(=O)cc(CN3CCN(Cc4ccccc4)CC3)c2cc1O	0%	-4%	0%	-10%	5%	-15%	-4%	-4%	2	-1%	24%
COc1ccc(C(C(=O)NC(C)(C)C)N(C(=O)CCC(=O)Nc2cc(C)on2)c2ccccc2F)cc1 (centres undefined)	-4%	-3%	0%	-12%	-2%	-2%	0%	0%	0	0%	16%
Cc1nn(Cc2c(Cl)cccc2Cl)c(C)c1NC(=O)/C=C/c1cnn(C)c1C	?	-1%	-1%	2%	-1%	-22%	-1%	-4%	-4	3%	12%
COc1ccc(C2CC3(CC(C)(C)NC(=S)N3)Oc3cc(O)cc(C)c32)cc1 (centres undefined)	-14%	0%	-1%	?	-4%	-33%	-2%	-3%	-4	8%	?
CCN1CNC(=S)N(C(C)c2ccccc2)C1 (centres undefined)	7%	-1%	-2%	13µM*	1%	8%	6%	-6%	-5	-1%	10µM*
Cc1ccc(N(C(=O)CCC(=O)Nc2cc(C)on2)C(C(=O)NC2CCCC2)c2ccncc2)cc1 (centres undefined)	-3%	0%	-1%	-3%	4%	-8%	2%	-2%	8	0%	23%
CCOc1cccc(-c2c(C(=O)N/N=C/c3ccncc3)nnn2-c2nonc2N)c1	?	-2%	0%	-11%	-8%	2%	-7%	1%	-2	7%	-13%
COc1ccc(OCCCN(C)Cc2ccccc2)cc1	-3%	-5%	-1%	16%	.	27%	4%	-2%	0	-4%	-14%[1.91 µM]
c1ccc2c(c1)CCCN2Cc1nnnn1CC1CCCO1 (centres undefined)	?	8%	3%	11%	9%	2%	0%	1%	-1	4%	0%
O=C(NCCS(=O)(=O)N1CCN(c2ccccc2)CC1)C1CC(=O)N(c2ccccc2)C1 (centres undefined)	23%	0%[9.26 µM]	1%&0%	-2%	2%	-12%	-3%	-2%	4	-7%	0%
O=c1c2c3c(sc2nc(NCCO)n1Cc1ccco1)CCCCC3	?	17%	15µM*	0%	?	?	9%	14%	8	13%	?
COc1ccc(C)cc1N(CC(=O)NC1CCCC1)C(=O)CCC(=O)Nc1nc(C)cs1	-3%	-11%	-1%	?	-10%	-8%	4%	-4%	2	-1%	32%
Cc1cc2c(ccc3[nH]onc32)n1	?	-4%	-15%	-1%	1%	-10%	?	10%	.	-3%	23%
COCCn1c(NCc2ccco2)nc2c1c(=O)[nH]c(=O)n2C	?	3%	-2%	-2%	5%	-5%	0%	-2%	-2	11%	-7%
CCCn1c(SCC(=O)NCc2ccc(OC)cc2)n[nH]c1=O	-9%	-2%	-2%	-14%	2%	-2%	2%	-3%	0	-3%	-6%
CCOc1ccc(N2CC(C(=O)NNC(=O)c3ccc(Br)cc3)CC2=O)cc1 (centres undefined)	0%	2%	16%	.	7%	-10%	-6%	-3%	1	-6%	.
CCn1c(SCC(=O)c2ccc(OC)cc2)nnc1C1CC1	?	6%	?	-8%	11%	28%	2%	17%	0	21%	?
CCC(C)n1c(=S)[nH]c2c(sc3ccc([N+](=O)[O-])cc32)c1=O (centres undefined)	?	-10%	-3%	1.3µM*	2%	-41%	3%	-2%	?	-8%	0.63µM*
COCCN(C(=O)C1=COCCO1)c1c(N)n(Cc2ccccc2)c(=O)[nH]c1=O	0%	4%	4%	-4%	-1%	11%	2%	-7%	0	-5%	-2%
COC(=O)CSc1nc(NC(C)C)nc(N(C)C)n1	0%	0%	-6%	4%[10 µM]	-3%	-28%	-1%	-1%	4	-2%	10%
CN=C1S/C(=C\c2ccc(N3CCOCC3)cc2C)C(=O)N1C	8.2µM*	1%	?	0%	11%	20%	0%	11%	10	1%	33%[10 µM]
CCOC(=O)C1CCN(C(=O)Cn2cc(C#N)c3ccccc32)CC1	?	-1%	-1%	11%	-1%	-6%	-2%	0%	-3	-1%	?
COc1ccccc1CNC(=O)c1ccccc1NC(=O)C1=C(C)OCCS1	?	-9%	-18%	6%	-9%	-13%	-1%	-4%	7	0%	22%
CCCCCn1nc(C(=O)N(CC)c2c(N)n(CCCC)c(=O)[nH]c2=O)c2ccccc2c1=O	10%	7%	.	.	5%	4%	0%	.	.	.	.
CC(=O)c1ccc(-n2cc(C#N)c(=O)[nH]c2=O)cc1	?	4%	-1%	-16%	22%	50%	1%	24%	-3	20%	-9%
CCCn1c(N)c(C(=O)CSc2nnc(Cc3cccs3)n2C2CC2)c(=O)n(C)c1=O	11µM*	-1%	-6%	.	-10%	9%	0%	1%	0	-7%	.
COC(=O)c1sccc1NC(=O)c1ccc(OC)c([N+](=O)[O-])c1	-23%	5%	-1%	-8%	12%	-10%	1%	-13%	-1	-11%	6%
CCN1CCN(CCCNC(=O)c2ccc(/C=C3/Sc4ccccc4N(Cc4ccccc4F)C3=O)cc2)CC1	7%	3%	?	?	1%	-11%	5%	-3%	6	4%	?
c1nc(N2CCCCC2)c2[nH]cnc2n1	-4%	2%	5%	-2%	1%	0%	0%	-1%	1	-3%	10%
c1cncc(-c2nc3ccccn3c2Nc2ccc3c(c2)OCCO3)c1	18%	?	?	17%	5%	21%	-2%	0%	3	-1%	41%
Cn1c(=O)c2ncn(CC(=O)N=Nc3c(O)[nH]c4ccccc34)c2n(C)c1=O	?	0%	-4%	-6%	-2%	.	-1%	0%	-7	-4%	-1%
